procasp7 counter = procaspase-7 activators, primary screen, counter-screen for procaspase-3 activator project, biochemical, absorbance, HTS, human. 330,000 tested, 0.093% active. activation, % at 8.5 µM. recombinant procaspase-7, Ac-DEVD-pNA absorbance 405 nm; D23A/D198A/D206A triple mutant, cannot self-cleave; scale: DMSO 0, 5 µM enzyme 100;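 active means percent activation above the screen-wide mean plus 3 SD, cut at about 25% in these data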
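Replicates: singlicate. Assay system: Procaspase-7 triple mutant (PC-7 D3A). Signal: 405 nm absorbance of p-nitroaniline. Times: 1 h preincubation, 2 h reaction. Buffer or medium: Zinc-free HEPES pH 7.4 with 300 mM NaCl, 0.01% Triton X-100. Also added: DEVD-pNA substrate. Benchmarks: DMSO wells as 0%, DMSO with 5 µM added PC-7 as 100%.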
LAP4-GFP MLPCN = modulators of LAP4-GFP expression in yeast, primary screen, S. cerevisiae, multiplex flow cytometry, MLPCN library | 3 h; median GFP as percent of DMSO wells | GFP response vs DMSO, % at 10 µM | 320,000 tested, 0.34% active;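 active means GFP response vs DMSO above a set limit, about the screen mean plus 3 SD, cut at about 150% in these data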
AHR act = AHR activators, primary screen, cell-based, luminescence, luciferase reporter, human. AHR-responsive luciferase reporter cells. activation, % at 5 µM. 320,000 tested, 2.5% active; in the data active means activation above about 47%;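 further: 0% = vehicle wells and 100% = reference agonist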
MEP2-GFP yeast = modulators of MEP2-GFP levels in yeast, primary screen, S. cerevisiae, multiplex flow cytometry, MLPCN library. S. cerevisiae MEP2-GFP strain, 3 h; 100% = DMSO control level. GFP response vs DMSO, % at 10 µM. 330,000 tested, 0.51% active;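 active means GFP response versus DMSO above a set limit, roughly screen mean plus 3 SD, cut at about 180% in these data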;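 further: median GFP fluorescence of the barcode-gated MEP2-GFP cells per well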
ZTA DNA inh = blocks Epstein-Barr virus ZTA, an EBNA-1 counter-screen; ZTA-DNA binding, fluorescence polarization; inhibition, % at 11 µM; 320,000 tested, 0.15% active; in the data active means inhibition above about 33%
EBNA-1 inhibitor = EBNA-1 DNA-binding inhibitors, primary screen, biochemical, fluorescence polarization; inhibition, % at 14.8 µM; 300,000 tested, 0.34% active; AID 1950, 2009; in the data active means inhibition above about 28%
procasp3 activ = activators of human procaspase-3 D3A mutant, primary screen, biochemical, absorbance, PC-3 D3A mutant, single concentration. recombinant procaspase-3 D3A, Ac-DEVD-pNA absorbance 405 nm. 330,000 tested, 0.11% active. Caspase-3 (Homo sapiens), P42574. activation, % at 8.5 µM. AID 463141, 2010;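 active means activation above the mean of all tested compounds plus 3 SD, cut at about 21% in these data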;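 further: 0% = DMSO alone and 100% = DMSO wells spiked with extra 5 µM PC-3 D3A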
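Evaluation: percent activation relative to control range; Material: Procaspase-3 D3A mutant, all three cleavage aspartates alanine; Compound: single dose, 8.5 µM nominal compound, 0.8% DMSO; Replication: one well per compound; Signal: absorbance at 405 nm, 0 and 120 min; Schedule: 1 h preincubation plus 2 h reaction at 25 °C.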
RPL19A TOR yeast = RPL19A-GFP expression modulators in yeast, primary screen, cell-based, S. cerevisiae, multiplex flow cytometry, MLPCN | S. cerevisiae RPL19A-GFP strain, 3 h; active compounds read low | percent response vs DMSO, % at 10 µM | 330,000 tested, 0.3% active | AID 2025, 2009;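 active means percent response vs DMSO below 50%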;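 further: median channel GFP fluorescence of the barcoded RPL19A-GFP strain; ratio of sample median GFP to plate DMSO average so 100% = DMSO; lower means less RPL19A-GFP as with rapamycin TOR inhibition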
Numbers without * were called inactive; / = not tested or not shown; [ ] = another dose, or the depositor's remark.

SMILES	procasp7 counter	LAP4-GFP MLPCN	AHR act	MEP2-GFP yeast	ZTA DNA inh	EBNA-1 inhibitor	procasp3 activ	RPL19A TOR yeast
CC(NC(=O)C1CCN(S(=O)(=O)c2ccccc2)CC1)c1ccccc1 (stereo not given)	6	82	1	104	11	0	-2	104
COc1ccc(C(CC(=O)N2CCOCC2)c2c(O)cc(OC)cc2OC)cc1 (stereo not given)	3	94	1	101	-19	2	0	101
O/N=C1\CCCC\C1=C/c1ccccc1	4	98	3	95	-20	7	6	104
Cc1ccccc1OCC(=O)OCC(=O)c1ccc(OCc2ccccc2)cc1	7	94	4	105	7	7	7	111
COC(=O)[C@]1(Cc2ccccc2)N[C@H](CN(C)S(=O)(=O)c2ccc(C(F)(F)F)cc2)[C@@H]2C(=O)N(Cc3ccccc3)C(=O)[C@@H]21	6	98	1	106	/	/	5	106
Cc1cc(-n2c(C)cc(C(=O)CSc3nc4ccccc4c(=O)n3Cc3ccco3)c2C)no1	2	103	1	99	13	-3	0	97
O=C(CCl)NCc1c(Cl)cccc1-n1cccc1	2	93	-2	99	6	19	4	93
CCOCCCNC1=C(Cl)C(=O)c2ccccc2C1=O	3	140[may fluoresce violet]	40	84[may fluoresce violet]	3	7	-16	101[may fluoresce violet]
COc1ccc(OCC(O)Cn2c(Nc3cccc(C)c3)nc3c2c(=O)n(C)c(=O)n3C)cc1 (stereo not given)	1	119	5	137	-3	11	3	105
COc1ccc(N2C(=O)C3CCCN3C2c2cccc(C)c2)cc1Cl (stereo not given)	12	109	-3	94	1	-2	-6	94
CCC1(C)Cc2ccccc2C(Nc2c(C)n(C)n(-c3ccccc3)c2=O)=N1 (stereo not given)	7	103	-1	103	6	-5	-3	99
Cc1ccccc1-n1ncc2c1CC(C)(C)CC2NC(=O)CCN1Cc2ccccc2C1=O (stereo not given)	7	105	1	120	-2	-1	-4	108
O=C(Nc1ccccc1F)C1CCN(C(=O)NCc2ccccc2)CC1	-5	100	0	98	12	8	4	102
COc1ccc(OC)c(NC(=O)c2cccc(Cn3cc(Br)c([N+](=O)[O-])n3)c2)c1	-1	98	-3	105	-2	-12	-3	102
CCOC(=O)c1c(-c2ccco2)csc1NC(=O)COC(=O)c1cnc(C)cn1	-14	111	20	96	-19	-1	-15	97
CN(c1ccccc1C(=O)N1CCc2ccccc2C1)S(C)(=O)=O	14	89	15	89	-11	0	6	98
CC(C)(C)NC(=O)NCCc1ccccc1	7	110	6	107	-8	2	-2	100
COc1ccccc1N1CCN(C(=O)c2ccc(CN3CCOCC3)cc2)CC1	5	109	1	92	-1	2	-1	97
Cc1cc(Oc2ccc(=O)n(C)n2)nc(=S)[nH]1	-12	103	-2	98	13	9	-16	101
CCOC(=O)C1C(=O)NC(c2ccccc2)=NC1c1ccccc1 (stereo not given)	1	103	7	111	-3	-3	1	101
COc1ccccc1OCC(=O)NNC(=O)c1cnccn1	0	106	5	107	-5	-9	-1	103
COc1cccc(C2=NOC(C(=O)Nc3cc(C)on3)C2)c1OC (stereo not given)	7	103	3	102	15	8	-7	105
O=C(Nc1ccc(Cl)c(Cl)c1)c1csc(-c2ccccc2)n1	8	99	74*	101	-3	-2	7	101
O=C(Cn1c(=O)cnc2ccccc21)N1CCN(S(=O)(=O)c2ccc(F)cc2)CC1	-4	96	6	91	-2	4	-9	89
CN1C(=O)Cc2cc(S(=O)(=O)NCc3c(F)cccc3Cl)ccc21	-3	98	1	104	2	-1	11	103

Later entries
SMILES	procasp7 counter	LAP4-GFP MLPCN	AHR act	MEP2-GFP yeast	ZTA DNA inh	EBNA-1 inhibitor	procasp3 activ	RPL19A TOR yeast
NC(=O)c1ccc(NC(=O)COC(=O)CCN=C2NS(=O)(=O)c3ccccc32)cc1	6	106	-1	102	-6	/	9	103
CCCN1CCN(CCCNC(=O)CCCn2nc(C)c3sc4ccccc4c3c2=O)CC1	9	105	0	101	5	-7	4	100
CC1=NN(c2ccccc2)C(=O)/C1=C/C=C/c1ccccc1	-1	105	16	93	19	1	-4	99
O=C(CSc1nnc2ccccn12)NC(=O)c1ccccc1	5	94	1	102	-4	/	9	94
CCOc1ccc(C(=O)Nc2cc(C)c3c(=O)oc4ccccc4c3n2)cc1	3	96	40	109	11	0	-2	99
COc1ccc(C2=NS(=O)(=O)N(C)C(C(=O)NC3CCCC3)=C2)cc1	1	102	0	90	-3	-7	1	98
CC(NC(=O)CSc1nc2c(c(C(F)(F)F)n1)CCc1ccccc1-2)c1ccccc1 (stereo not given)	10	105	1	105	-4	10	0	103
COc1cccc(/C=N/N2CCN(C)CC2)c1	4	108	5	112	-2	9	19	105
Cn1ccnc1SCC(=O)Nc1cccc(C(F)(F)F)c1	-2	106	4	100	-10	-3	8	96
CS(=O)(=O)NCCOc1ccc(S(=O)(=O)N2CCCc3ccccc32)cc1	0	96	5	100	-8	-5	-2	93
O=C(CSC1=NS(=O)(=O)c2ccccc21)Nc1ccccc1	-9	116	0	90	6	5	-19	59
CCOC(=O)c1[nH]c(C)c(C(=O)NCc2ccc(OC)cc2)c1C	1	105	1	105	4	-1	-7	105
COC(=O)N/N=C(\C)c1ccc2ccccc2c1OC(F)F	11	96	-2	97	-9	-3	-8	101
O=C(CCn1nc(-c2ccc(Cl)cc2)ccc1=O)N1CCN(c2ccccc2)CC1	-1	105	8	107	-26	-12	2	99
O=C(CN1C(=O)c2ccccc2C1=O)NCCc1c[nH]c2ccccc12	-7	90	6	92	5	-1	1	104
CC(C)=CCC[C@](C)(O[C@@H]1O[C@H](CO[C@@H]2O[C@H](CO)[C@@H](O)[C@H](O)[C@H]2O)[C@@H](O)[C@H](O)[C@H]1O)C1CC[C@]2(C)C1C(=O)CC1[C@@]3(C)CC[C@H](O[C@H]4O[C@@H](CO)[C@H](O)[C@@H](O)[C@@H]4O)C(C)(C)C3CC[C@]12C (stereo not given in full)	5	125	-1	103	/	/	-2	100
CSC1=C(C#N)C(c2ccc3c(c2)OCO3)C2=C(CCCC2=O)N1 (stereo not given)	7	99	-1	101	30	2	-1	94
CCC(=O)N1c2ccc(S(=O)(=O)N3CCN(c4cc(C)ccc4C)CC3)cc2CC1C (stereo not given)	7	97	1	100	-2	2	7	101
COCC(C)NCc1cc(Br)ccc1OC (stereo not given)	3	99	-2	99	-6	1	-3	96
CC1CN(Cc2nc3c(c(=O)n(C)c(=O)n3C)n2CCCO)CC(C)O1 (stereo not given)	-2	98	-1	101	7	5	10	103
CCCCN(C)C(=O)c1cc2cc([N+](=O)[O-])cc(OC)c2oc1=O	-2	99	2	93	6	-5	6	100
O=C(CSc1nnc(-c2ccco2)n1Cc1ccco1)NCc1cccs1	4	94	1	103	2	-4	6	101
COCCn1c(SCC(=O)NCc2ccc3c(c2)OCO3)nnc1-c1c[nH]c2ccccc12	-3	109	2	112	-5	0	-7	107
COc1ccc(CCNC(=O)N[C@@H](Cc2ccccc2)C(=O)O)cc1	8	88	1	97	-6	-10	5	97
Cc1nnc(SCC(=O)N/N=C/c2cc(Cl)c(O)c(Cl)c2)s1	8	76	18	86	-5	0	-14	111

Structural class: those above containing bromine (2)
SMILES	procasp7 counter	LAP4-GFP MLPCN	AHR act	MEP2-GFP yeast	ZTA DNA inh	EBNA-1 inhibitor	procasp3 activ	RPL19A TOR yeast
COc1ccc(OC)c(NC(=O)c2cccc(Cn3cc(Br)c([N+](=O)[O-])n3)c2)c1	-1	98	-3	105	-2	-12	-3	102
COCC(C)NCc1cc(Br)ccc1OC (stereo not given)	3	99	-2	99	-6	1	-3	96

Arranged by length of the SMILES (highest first): part of the list above
SMILES	procasp7 counter	LAP4-GFP MLPCN	AHR act	MEP2-GFP yeast	ZTA DNA inh	EBNA-1 inhibitor	procasp3 activ	RPL19A TOR yeast
COCCn1c(SCC(=O)NCc2ccc3c(c2)OCO3)nnc1-c1c[nH]c2ccccc12	-3	109	2	112	-5	0	-7	107
CCCN1CCN(CCCNC(=O)CCCn2nc(C)c3sc4ccccc4c3c2=O)CC1	9	105	0	101	5	-7	4	100
CCCCN(C)C(=O)c1cc2cc([N+](=O)[O-])cc(OC)c2oc1=O	-2	99	2	93	6	-5	6	100
CSC1=C(C#N)C(c2ccc3c(c2)OCO3)C2=C(CCCC2=O)N1 (stereo not given)	7	99	-1	101	30	2	-1	94
COc1cccc(/C=N/N2CCN(C)CC2)c1	4	108	5	112	-2	9	19	105
COCC(C)NCc1cc(Br)ccc1OC (stereo not given)	3	99	-2	99	-6	1	-3	96

Further records.
SMILES	procasp7 counter	LAP4-GFP MLPCN	AHR act	MEP2-GFP yeast	ZTA DNA inh	EBNA-1 inhibitor	procasp3 activ	RPL19A TOR yeast
CCCNC(=O)C1CN(S(=O)(=O)c2ccc(C)cc2)c2ccccc2O1 (stereo not given)	0	106	1	105	12	12	2	96
O=C(/C=C/c1ccc(Br)o1)Nc1nccs1	-19	116	37	124	-9	-17	-14	111
O=C(CCS(=O)(=O)c1ccc2c(c1)NC(=O)CS2)NCc1cccs1	1	106	2	93	6	3	8	96
COc1cc(CN(C(=O)c2ccco2)C2CCS(=O)(=O)C2)cc(OC)c1OC (stereo not given)	-5	119	-2	124	14	7	0	115
CCCCCOc1ccc(NC(=O)C(=O)NCCC2=CCCCC2)cc1	8	101	-1	114	5	5	-7	90
N#CC1=C(N)Oc2ccccc2C12C(=O)Nc1n[nH]c(-c3ccccc3)c12 (stereo not given)	7	114	4	110	2	6	-3	104
COc1ccc(C(=O)OCC(=O)c2ccc3[nH]c(=O)[nH]c3c2)c(OC)c1OC	2	108	-1	96	/	/	9	97
O=C(Nc1ccc2c(c1)OCCO2)C1CCCN1C(=O)Nc1ccc(F)cc1 (stereo not given)	0	99	0	104	9	4	-3	103
CC(=O)Nc1ccc(S(=O)(=O)Nc2nc3ccccc3nc2Nc2ccc3ccccc3c2)cc1	-6	99	39	104	6	-8	-5	102
CCNC(=S)Nc1cc2oc3ccccc3c2cc1OC	-5	106	70*	100	1	8	-4	98
CCCC(=O)Nc1nnc(CCc2ccccc2)s1	10	96	2	99	-8	-10	-3	102
CCOc1cc(C)c(Cl)cc1S(=O)(=O)n1nnc2ccccc21	0	103	2	102	17	-5	0	101
NC(=O)c1ccsc1NC(=O)CN1C(=O)C2CC=CCC2C1=O (stereo not given)	-3	/	0	95	9	6	3	93
COc1ccc(NC(=O)NNC(=O)c2ccccc2-n2cccc2)cc1OC	0	113	1	93	18	3	6	104
O=C(CN1C(=O)NC2(CCc3ccccc32)C1=O)c1ccc(F)cc1 (stereo not given)	-2	91	1	101	-1	0	-8	97
C=CCn1c(SCc2ccccc2C#N)nnc1-c1cc(Br)ccc1O	-3	109	41	94	-10	5	-4	96
CCOc1cc(Br)ccc1S(=O)(=O)N1CC(C)OC(C)C1 (stereo not given)	2	100	1	105	0	-2	-5	101
COC(=O)c1sccc1NC(=O)CSc1ccccc1NC(=O)CNC(C)C	4	87	2	103	-3	-2	7	96
COc1cccc(C(=O)Nc2c(C)n[nH]c2C)c1	-6	101	0	116	12	1	-1	110
CCN1CCC(n2nccc2NC(=O)c2ccccc2Cl)CC1	-5	96	-1	85	-2	0	6	96
CC(C)(C)c1ccc(OCC(=O)NNC(=O)Cc2cccs2)cc1	-2	93	10	90	-11	9	0	96
O=C(Cn1c(=O)sc2ccccc21)Nc1nc2c(s1)CCCC2	-3	88	1	105	5	7	-1	104
Cc1nnc(NC(=O)C2CC(=O)N(c3ccccc3)C2)s1 (stereo not given)	0	90	1	100	3	-12	-6	101
Cc1ccc(C2(C(F)(F)F)NC(=O)N3CCN=C3S2)cc1 (stereo not given)	10	91	-2	101	5	-1	2	97
